# Assay outcomes (PubChem BioAssay)
# SUMO1-SIM PPI: SUMO1-SIM interaction modulation; inhibition, % at 20 µM; hit rate 0.33% among 360,000; AID 602429; SUMO1 binding to a labelled peptide, TR-FRET, 1 h; in the data active = inhibition above about 37%
# LMPTP block: LMPTP (human) inhibition | hit rate 0.22% among 360,000 | P24666 | inhibition, % at 20 µM | recombinant LMPTP-A, OMFP fluorogenic substrate, fluorescence intensity;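 active = compounds that cut the enzyme signal by at least half of the control window in the single-dose screen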;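 note: plate controls were DMSO wells with enzyme plus substrate for no effect and substrate without enzyme for full effect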
# Target sequence (P24666 whole entry, looked up): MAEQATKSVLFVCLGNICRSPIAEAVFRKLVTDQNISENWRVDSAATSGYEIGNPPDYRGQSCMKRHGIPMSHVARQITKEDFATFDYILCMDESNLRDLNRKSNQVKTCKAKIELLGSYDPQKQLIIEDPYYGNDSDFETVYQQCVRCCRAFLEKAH
#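 material = LMPTP-A | quantity = 0.625 nM enzyme | reagent = OMFP substrate, 400 µM final | buffer or medium = Bis-Tris pH 6.0, DTT, detergent | detection = endpoint fluorescence intensity from OMFP dephosphorylation | dosing = single 20 µM dose | read-out basis = % inhibition relative to no-enzyme and uninhibited control wells | control set = no-enzyme and uninhibited controls | timing = 50 min at room temperature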
# STEP inh: inhibitors of human striatal-enriched phosphatase STEP; P54829; recombinant STEP, OMFP fluorogenic substrate, fluorescence; inhibition, % at 20 µM; hit rate 0.25% among 360,000;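 active = inhibition at 20 µM, scaled per plate between control wells, above about 37%, limit read from the data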;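 note: 0% = DMSO with enzyme and substrate and 100% = substrate only without enzyme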
#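 medium = Bis-Tris buffer pH 6.0, 2.5 mM DTT, 0.005% Tween 20 | test system = STEP (striatal-enriched tyrosine phosphatase) enzyme, cell-free | measure = normalized % inhibition | compound dosing = 20 µM, 1% DMSO | also added = 25 µM OMFP | schedule = reaction 20 min, ambient temperature | measured by = fluorescence read at 480 nm ex / 540 nm em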
# DNMT1 inh: DNMT1 (human) enzyme inhibition. P26358. DNMT1 molecular beacon, Hinp1I cleavage, fluorescence. inhibition (reported as % activation of signal), % at 10 µM. hit rate 0.83% among 360,000. AID 588458; in the data active = inhibition above about 50%
# MsrA inh: bovine MsrA inhibition. purified bovine MsrA, absorbance read-out. inhibition, % at 15.5 µM. hit rate 0.75% among 360,000. AID 651718; in the data active = inhibition above about 4.5%;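 note: 0% = vehicle wells with enzyme and 100% = reference inhibitor wells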
# Rpn11 inh: inhibitors of human proteasome Rpn11. O00487. human 26S proteasome, Ub4-pepOG fluorescence polarization; 20S core pre-blocked with epoxomicin. calls only at 20 µM. hit rate 0.59% among 360,000;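 active = inhibition at 20 µM, scaled to each plate's controls, above about 33%, limit read from the data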
# Target sequence (O00487 whole entry, looked up): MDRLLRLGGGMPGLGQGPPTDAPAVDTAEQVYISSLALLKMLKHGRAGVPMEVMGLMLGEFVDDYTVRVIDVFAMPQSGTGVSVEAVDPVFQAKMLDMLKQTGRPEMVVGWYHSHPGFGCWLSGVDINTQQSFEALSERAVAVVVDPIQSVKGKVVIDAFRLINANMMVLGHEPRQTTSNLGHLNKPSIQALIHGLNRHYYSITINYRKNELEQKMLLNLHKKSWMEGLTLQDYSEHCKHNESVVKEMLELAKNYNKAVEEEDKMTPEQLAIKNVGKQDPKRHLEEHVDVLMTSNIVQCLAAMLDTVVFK
# TbMetRS inhib: Trypanosoma brucei MetRS inhibition. purified T. brucei MetRS, ATP depletion, Kinase-Glo luminescence. inhibition, % at 11.9 µM. hit rate 0.4% among 360,000. AID 624268;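 active = inhibition above a per-plate cutoff of the control wells' mean inhibition plus 3 SD, cut at about 5.5% in these data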;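 note: 0% = DMSO wells median and 100% = median of wells with control inhibitor compound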
#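 System: purified T. brucei MetRS enzyme / Detection: Kinase-Glo luciferase luminescence reporting remaining unconsumed ATP / Medium: HEPES buffer with MgCl2, KCl, DTT, spermine, BSA, pyrophosphatase / Replication: singlicate, one well per compound / Evaluation: percent inhibition relative to median high and low control wells / Schedule: 2 h aminoacylation at 25 °C after 15 min preincubation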
# Scp-1 inhibitor: blocks human Scp-1 phosphatase activity | Q9GZU7 | Recombinant Scp1, phosphopeptide, malachite green phosphate absorbance | inhibition, % at 20 µM | hit rate 0.88% among 340,000 | AID 493091;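 active = inhibition above about 50% at 20 µM, limit read from the data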;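 note: plate controls were DMSO wells with enzyme for no effect and wells lacking enzyme for full effect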
# Target sequence (Q9GZU7 76-261 limits assumed): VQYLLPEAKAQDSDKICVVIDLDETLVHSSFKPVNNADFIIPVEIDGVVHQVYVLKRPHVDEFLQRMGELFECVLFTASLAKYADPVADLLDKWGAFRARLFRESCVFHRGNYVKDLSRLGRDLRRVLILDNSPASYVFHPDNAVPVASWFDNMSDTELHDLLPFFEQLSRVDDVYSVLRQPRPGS
#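 System: SCP-1 catalytic domain; Reagent: Phospho 17-mer peptide substrate; Doses: one concentration, 20 µM, with 1.0% DMSO; Incubation: 45 min room-temperature reaction, 5 min colour, 30 min stabiliser; Signal: Phosphate-binding colour reagent, absorbance read at 630 nm.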
# NadD inh: NadD (S. aureus) enzyme inhibition | purified NadD enzyme, colorimetric absorbance read-out | inhibition, % at 20 µM | hit rate 0.78% among 360,000; in the data active = inhibition above about 26%; note: some compounds past the cut are filed as inactive
# CSN inh: blocks human CSN-mediated cullin deneddylation; hit rate 0.38% among 360,000; inhibition, % at 12.5 µM; AID 651999; Purified CSN, SCF-Nedd8-OG deneddylation, fluorescence polarization;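 active = pattern-corrected inhibition above about 35%, with an unprinted fluorescence ratio check between 0.5 and 1.5, limit read from the data, passing the limit was not always enough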;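 note: 0% = enzyme with substrate and 100% = substrate without enzyme; some results filed as inactive read as strong as hits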
# Target sequence (Q92905 whole entry, looked up, one chain of several): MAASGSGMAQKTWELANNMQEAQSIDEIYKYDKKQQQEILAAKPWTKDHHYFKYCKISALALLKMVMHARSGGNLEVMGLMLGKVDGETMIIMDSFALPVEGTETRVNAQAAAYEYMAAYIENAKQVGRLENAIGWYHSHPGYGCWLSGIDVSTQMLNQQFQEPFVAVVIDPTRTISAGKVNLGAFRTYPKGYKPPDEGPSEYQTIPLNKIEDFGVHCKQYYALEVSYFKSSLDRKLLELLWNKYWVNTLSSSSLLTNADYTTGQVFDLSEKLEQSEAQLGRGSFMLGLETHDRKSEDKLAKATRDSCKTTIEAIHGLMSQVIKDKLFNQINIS
#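 Assay system: purified human Csn5 enzyme expressed in HEK293T cells; Input: 0.24 nM Csn5 enzyme, final concentration; Reagent: 10 nM SCFSkp2-Nedd8OG; Compound dosing: 12.5 µM single point; Times: reaction 90 min, room temperature; Technique: fluorescence polarization readout.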
# Active calls of the source: *; i = inactive; · = no result given.
# The line under a structure holds: SUMO1-SIM PPI, LMPTP block, STEP inh, DNMT1 inh, MsrA inh, Rpn11 inh, TbMetRS inhib, Scp-1 inhibitor, NadD inh, CSN inh
> O=C(O)c1ccccc1SC1CC(=O)N(c2cccc3ccccc23)C1=O (centres undefined)
    2, 0.5, -2, 1, -0.5, i, -0.7, -2, -5, -4
> Cc1ccc(N2C(=O)CC(Cc3cccc(C)c3)C2=O)cc1 (centres undefined)
    -4, -0.2, 1, 1, 2.2, i, 0.1, -3, -4, -2
> OCC[C@H]1C[C@H](O)[C@@H](O)[C@@]2(Cc3ccccc3O2)O1
    6, -0.8, 0, 2, 2.6, i, -0.1, -8, 1, -8
> CCN1C(=O)C(CC(=O)Nc2ccccc2Cl)N(NC(=O)c2cccc(F)c2)C1=S (centres undefined)
    2, 0.3, -1, -2, 2.4, i, -0.2, -7, -3, 1
> CC(C)COC(=O)N(C)C[C@@H]1OCc2cnnn2CCCC(=O)N([C@H](C)CO)C[C@H]1C
    0, -1.6, 0, 8, 0.8, i, -1.8, ·, -3, 4
> C#CCOCCOCCOCCNc1nc(N2CCN(C(=O)[C@H]([C@@H](C)CC)n3cc([C@@H](N)Cc4ccc(O)cc4)nn3)CC2)nc(N2CCN(C(=O)[C@H](Cc3ccc(O)cc3)n3cc([C@@H](N)CC(C)C)nn3)CC2)n1
    -30, 3.5, -1, -12, -1.2, i, 0.5, 6, 16, 4
> Cc1cc(C)c(NC(=O)CCCCCNC2CCCCC2)c(C)c1
    2, 0.7, -2, 0, -1.1, i, 0.0, -7, -2, 4
> Cc1c(C(=O)Nc2ccccc2F)sc2nc3n(c(=O)c12)CCC3
    -4, -0.7, -3, 1, 1.7, i, -0.3, -4, 0, 6
> Cc1ccc2c(c1)c(C)c(C)n2CC(O)Cn1nnc2ccccc21 (centres undefined)
    -4, 1.3, -5, -5, 0.2, i, -1.1, 4, 6, 18
> Cc1ccc(Nc2ncnc(Cl)c2N)cc1
    5, 0.2, 0, 0, 0.7, i, 0.1, -5, 4, 4
> O=C(OCc1cn([C@H]2CN(C(=O)c3cccs3)[C@@H](c3ccccc3)C[C@@H]2O)nn1)c1ccccc1
    3, 0.2, 2, -4, 1.9, i, -1.4, ·, 1, 1
> O=C(NCCS(=O)(=O)N1CCN(c2ccccc2F)CC1)c1c(F)cccc1F
    -1, -0.3, 0, 0, -1.4, i, -0.6, 4, -6, -1
> Cc1ccccc1Nc1ncnc2c1cnn2C
    0, -0.6, 1, 0, -0.1, i, 0.7, -2, 5, -4
> CCOc1cc(C(=O)NC(C)Cc2cccs2)cc(OCC)c1OCC (centres undefined)
    1, -0.3, -1, -2, 0.1, i, -0.5, -4, 3, 0
> COc1ccc(Cl)cc1S(=O)(=O)N1CCN(C(=O)c2n[nH]c(=O)c3ccccc23)CC1
    -5, -4.2, 1, 1, 0.2, i, 0.3, -10, -4, 2
> C=C(C)C1CC=C(C)/C(=N/NC(=O)COc2ccccc2C)C1 (centres undefined)
    -2, 0.7, 0, -4, -0.3, i, 0.8, -7, -1, -5
> C#CCOn1c(-n2nc(C)cc2C)nc2ccccc2c1=O
    3, -0.3, 4, 1, 1.6, i, -0.2, 1, -1, 9
> O=C(NCCc1ccc(F)cc1)c1ccncc1
    1, 0.4, 0, 6, -0.7, i, 0.6, 3, -4, -6
> Cc1cc(S(=O)(=O)NCC(C)C)ccc1OCC(=O)NCc1ccccn1
    4, -1.1, 1, -3, -1.1, i, 0.6, -5, -6, -3
> O=C(COc1ccccc1)N1CCN(C(=O)c2ccco2)CC1
    -1, -0.2, -1, 3, 1.3, i, -0.2, -2, -2, -3
> COc1cc(C)cc(CN2CCC(Cc3ccccc3)CC2)c1O
    1, -1.2, 0, -2, -0.1, i, 0.2, -10, 0, 3
> O=C1[C@H]2[C@@H](c3ccccc3)N[C@]3(CCCN(Cc4ccccc4)C3=O)[C@H]2C(=O)N1Cc1ccccc1
    13, -2.6, 1, -1, -0.3, i, 0.9, ·, -2, 3
> Cc1ccc(S(=O)(=O)NCCC(c2ccccc2)c2ccccc2)cc1C(=O)O
    3, -1.3, 1, 3, 0.0, i, -0.6, 10, -9, -2
> COc1ccccc1-c1cc(C(=O)N2CCOCC2)no1
    -1, 0.4, 0, 1, -0.2, i, 0.6, -8, -3, -1
> CC(CCc1ccccc1)NC(=O)c1cnc(Cl)c(Cl)c1 (centres undefined)
    4, -1.7, -2, 1, -0.3, i, 0.6, -7, -7, -2
> COc1ccc(NC(=O)CN2CCN(CC(=O)Nc3ccccc3Cl)CC2)cc1Cl
    4, -1.2, 2, -5, 3.4, i, -1.8, -12, -6, -1
> c1ccc(-c2cnc(CSc3ncnc4sccc34)o2)cc1
    1, 0.2, 2, -4, -1.1, i, -0.5, -5, 1, 2
> COc1ccccc1/C=C/C(=O)OCCN1C(=O)c2ccccc2C1=O
    -19, 2.7, -1, -2, 2.0, i, -0.5, -17, -7, 8
> Cc1[nH]n(C(N)=S)c(=O)c1N=Nc1ccc([N+](=O)[O-])cc1Cl
    -34, 2.8, 2, -6, -0.1, i, 0.0, 3, 4, 0
> Cc1noc(C)c1S(=O)(=O)NC1CCCc2ccccc21 (centres undefined)
    7, 0.3, -4, 0, -1.3, i, 0.0, 7, 1, 2

# 12 successive compounds out of the list so far:
# The line under a structure holds: SUMO1-SIM PPI, LMPTP block, STEP inh, DNMT1 inh, MsrA inh, Rpn11 inh, TbMetRS inhib, Scp-1 inhibitor, NadD inh, CSN inh
> C#CCOn1c(-n2nc(C)cc2C)nc2ccccc2c1=O
    3, -0.3, 4, 1, 1.6, i, -0.2, 1, -1, 9
> O=C(NCCc1ccc(F)cc1)c1ccncc1
    1, 0.4, 0, 6, -0.7, i, 0.6, 3, -4, -6
> Cc1cc(S(=O)(=O)NCC(C)C)ccc1OCC(=O)NCc1ccccn1
    4, -1.1, 1, -3, -1.1, i, 0.6, -5, -6, -3
> O=C(COc1ccccc1)N1CCN(C(=O)c2ccco2)CC1
    -1, -0.2, -1, 3, 1.3, i, -0.2, -2, -2, -3
> COc1cc(C)cc(CN2CCC(Cc3ccccc3)CC2)c1O
    1, -1.2, 0, -2, -0.1, i, 0.2, -10, 0, 3
> O=C1[C@H]2[C@@H](c3ccccc3)N[C@]3(CCCN(Cc4ccccc4)C3=O)[C@H]2C(=O)N1Cc1ccccc1
    13, -2.6, 1, -1, -0.3, i, 0.9, ·, -2, 3
> Cc1ccc(S(=O)(=O)NCCC(c2ccccc2)c2ccccc2)cc1C(=O)O
    3, -1.3, 1, 3, 0.0, i, -0.6, 10, -9, -2
> COc1ccccc1-c1cc(C(=O)N2CCOCC2)no1
    -1, 0.4, 0, 1, -0.2, i, 0.6, -8, -3, -1
> CC(CCc1ccccc1)NC(=O)c1cnc(Cl)c(Cl)c1 (centres undefined)
    4, -1.7, -2, 1, -0.3, i, 0.6, -7, -7, -2
> COc1ccc(NC(=O)CN2CCN(CC(=O)Nc3ccccc3Cl)CC2)cc1Cl
    4, -1.2, 2, -5, 3.4, i, -1.8, -12, -6, -1
> c1ccc(-c2cnc(CSc3ncnc4sccc34)o2)cc1
    1, 0.2, 2, -4, -1.1, i, -0.5, -5, 1, 2
> COc1ccccc1/C=C/C(=O)OCCN1C(=O)c2ccccc2C1=O
    -19, 2.7, -1, -2, 2.0, i, -0.5, -17, -7, 8

# More entries:
# The line under a structure holds: SUMO1-SIM PPI, LMPTP block, STEP inh, DNMT1 inh, MsrA inh, Rpn11 inh, TbMetRS inhib, Scp-1 inhibitor, NadD inh, CSN inh
> Cc1ccc(NC(=O)CC(O)(C(F)(F)F)C(F)(F)F)cc1
    -3, -0.3, -1, 10, 0.6, i, 0.1, -21, -9, 5
> Cc1c(C)c2ccc(OCC(=O)NCCc3c[nH]c4ccccc34)c(C)c2oc1=O
    1, 1.6, 1, 0, 0.4, i, -0.6, 1, -2, 3
> C=CCNC(=S)NC(=O)c1csc([N+](=O)[O-])c1
    -34, 2.8, 4, -3, 1.6, i, -0.1, -10, -2, 5
> Cc1cc(C2C(=O)c3ccccc3C2=O)c(C)c(C)c1C
    -23, 0.5, -1, 0, -0.1, i, 0.2, -19, -7, 2
> CSc1ccccc1N=Cc1nc(-c2ccccc2)oc1O
    -9, 3.5, 8, -2, 0.9, i, 0.2, -4, -9, 6
> O=C(NCc1ccccn1)c1cc(Br)ccc1Cl
    0, -0.1, -3, 4, 0.6, i, -2.2, 4, 2, -2
> COc1cc(-c2cc(=O)c3c(O)cc(O)cc3o2)ccc1O
    -14, 1.0, -2, -4, ·, i, 0.3, -9, 2, -3
> COc1ccc(C2CC(c3ccccc3)=NN2C(=O)COC(=O)c2cccc(S(=O)(=O)N3CCOCC3)c2)cc1 (centres undefined)
    17, 1.6, 2, -3, 2.1, i, -0.8, -10, 10, -7
> Cc1ccc(CNc2cc(C(=O)O)ccc2Cl)s1
    4, -1.4, -1, -3, -1.1, i, 0.2, 2, -2, 2
> N#CC1C(=N)Cc2ccccc2-c2ccccc21 (centres undefined)
    6, 1.3, 1, -5, -0.7, i, -0.1, -21, -7, -2
> Cc1cc2nc(SCC(=O)Nc3nonc3C)c3c(c2cc1C)CCCC3
    -8, 0.7, 1, 4, -0.5, i, 0.1, -4, 4, 1
> CCOC(=O)/C(C#N)=C(/C)c1ccc(OC)cc1
    -2, -1.2, -6, 3, 0.1, i, -0.9, -7, -4, -1
> O=C(CN1CCN(Cc2ccccc2F)CC1)Nc1ccccc1Cl
    2, 0.1, -3, 1, 0.6, i, -0.3, -13, -7, 2
> O=[N+]([O-])c1ccc(C(=S)N2CCCC2)cc1
    -19, -0.5, 10, 0, 0.8, i, -0.7, -12, 1, -1
